Screening data (PubChem BioAssay)
APEX1 inh: blocks human APE1 abasic DNA cleavage. Potency, µM (titrated, usually from 65.8 µM), inactives show top-dose activity change, negative = inhibition, actives largely listed as inhibitors. 350,000 compounds, 0.35% hits. recombinant APE1, TAMRA/BHQ-2 abasic DNA cleavage fluorescence. AID 2517;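 further: plate controls were vehicle for no effect and reference inhibitor for full effect; nearly all actives have a fitted effect of over 55% in size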
Target sequence (P27695 whole entry, looked up): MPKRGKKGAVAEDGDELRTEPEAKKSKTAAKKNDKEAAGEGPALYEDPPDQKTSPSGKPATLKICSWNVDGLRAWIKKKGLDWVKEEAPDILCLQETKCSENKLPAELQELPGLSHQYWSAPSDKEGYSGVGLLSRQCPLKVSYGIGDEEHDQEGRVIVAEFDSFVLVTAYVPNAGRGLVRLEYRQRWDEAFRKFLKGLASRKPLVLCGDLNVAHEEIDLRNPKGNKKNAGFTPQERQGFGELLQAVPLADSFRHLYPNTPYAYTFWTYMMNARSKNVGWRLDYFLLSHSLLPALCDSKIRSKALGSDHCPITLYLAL
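Enzyme (0.75 nM final) and test compound are incubated 15 min at room temperature before adding 50 nM quenched THF abasic-site duplex. Cleavage dequenches TAMRA, followed at 525/598 nm over three reads one minute apart.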
POLH inh: blocks human DNA polymerase eta activity. 390,000 compounds, 1.2% hits. Q9Y253. Potency, µM (top dose mostly 114 µM), for inactives: at the top dose activity change, negative = inhibition, actives largely listed as inhibitors. recombinant Pol eta, fluorescent DNA replication assay; further: on the % scale 0 is the no-effect control and ±100 the full control effect
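Pol eta (10 nM) was preincubated with compounds for 15 min at room temperature, after which fluorescent replication substrate (50 nM final) was added to start the reaction. Fluorescence was read kinetically at 0 and 10 min.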
BAZ2B block: blocks human BAZ2B. Q9UIF8. AlphaScreen BAZ2B-H3K14Ac peptide displacement. Potency, µM (series often up to 114 µM), for inactives: at the top dose activity change, negative = inhibition, most hits filed as inhibitors. 360,000 compounds, 4.4% hits; further: on the % scale 0 is the no-effect control and ±100 the full control effect; nearly all actives have a fitted effect of over 60% in size
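Compounds, titrated to a top concentration of 110 uM, were incubated 30 min at room temperature with preformed BAZ2B/acetyl-K14 H3 peptide complex (50 nM each). Proximity signal was measured by AlphaScreen after 20 min with beads.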
BLM inh: blocks DNA unwinding by human BLM helicase; P54132; 350,000 compounds, 0.2% hits; recombinant BLM DNA unwinding, fluorescence dequenching; Potency, µM (highest dose often 56.1 µM), for inactives: at the highest dose activity change, negative = inhibition, most hits filed as inhibitors; AID 2528;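 further: plate controls were vehicle for no effect and no enzyme for full effect; nearly all actives have a fitted effect of over 35% in size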
Pol kappa inh: blocks human DNA polymerase kappa activity | Q9UBT6 | purified Pol kappa, fluorescent DNA synthesis assay, 10 min | Potency, µM (doses to about 107 µM), inactives show at the highest dose activity, negative = inhibition, actives largely listed as inhibitors | 400,000 compounds, 0.53% hits; further: on the % scale 0 is the no-effect control and ±100 the full control effect
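Inhibition of 10 nM Pol kappa is measured by a fluorescent read-out at 0 and 10 min following addition of 50 nM substrate (final), with a 15-min room-temperature compound preincubation.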
Pol iota inh: blocks human DNA polymerase iota activity; Q9UNA4; Pol iota fluorescent replication assay, 10 min; Potency, µM (highest dose often 115 µM), for the others: at the highest dose activity, negative = inhibition, usual class: inhibitors; 390,000 compounds, 1% hits; AID 588590
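Pol iota at 10 nM preincubated 15 min with compounds at room temperature; reaction started with fluorescent substrate, 50 nM final. Fluorescence read kinetically at 0 and 10 min; buffer-only wells as negative control.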
Pol beta inh: DNA polymerase beta (human) inhibition; AID 485314; Pol beta primer extension/strand displacement, fluorescence kinetic; 340,000 compounds, 1.3% hits; P06746; Potency, µM (series often up to 114 µM), inactives show top-dose activity change, negative = inhibition, usual class: inhibitors; further: on the % scale 0 is the no-effect control and ±100 the full control effect
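Values derive from four-parameter Hill fits of normalized kinetic data: reads at 0 and 10 min following addition of 50 nM substrate to 10 nM Pol beta preincubated 15 min with compound.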
G9a inh: G9a (human) methyltransferase inhibition; Q96KQ7; G9a H3K9 monomethylation, AlphaScreen, 2 h; Potency, µM (top dose mostly 102 µM), without a hit: at the highest dose activity, negative = inhibition, most hits filed as inhibitors; 350,000 compounds, 8.8% hits; further: on the % scale 0 is the no-effect control and ±100 the full control effect; nearly all actives have a fitted effect of over 75% in size
Target sequence (Q96KQ7 913-1193 limits assumed): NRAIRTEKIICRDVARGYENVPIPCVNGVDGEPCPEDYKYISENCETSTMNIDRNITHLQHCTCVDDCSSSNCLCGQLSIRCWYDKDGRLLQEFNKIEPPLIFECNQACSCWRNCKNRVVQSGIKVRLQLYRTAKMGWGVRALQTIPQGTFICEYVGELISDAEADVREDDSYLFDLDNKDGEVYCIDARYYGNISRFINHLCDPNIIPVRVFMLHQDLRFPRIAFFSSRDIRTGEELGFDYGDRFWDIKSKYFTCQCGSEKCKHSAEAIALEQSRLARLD
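Compounds were preincubated with 20 nM G9a for 15 min, after which biotinylated H3K9 peptide (500 nM) and SAM (20 uM) started a 2 h room-temperature reaction. Monomethylated product was quantified by antibody-based AlphaScreen chemiluminescence.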
Anesthetic bind: binds horse apoferritin like a general anesthetic. apoferritin/1-aminoanthracene competitive binding, fluorescence. Potency, µM (series often up to 77.5 µM), for inactives: top-dose activity change, negative = displacement, actives largely listed as inhibitors. 350,000 compounds, 0.074% hits. AID 485281; further: on the % scale 0 is the no-effect control and ±100 the full control effect; nearly all actives have a fitted effect of over 20% in size
Target sequence (P02791 2-175 limits assumed): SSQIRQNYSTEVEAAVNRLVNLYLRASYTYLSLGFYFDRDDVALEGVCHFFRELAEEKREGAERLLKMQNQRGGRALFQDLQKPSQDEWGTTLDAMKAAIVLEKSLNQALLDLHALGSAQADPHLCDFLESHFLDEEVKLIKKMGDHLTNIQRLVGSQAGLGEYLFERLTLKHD
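Read-out: endpoint 1-AMA fluorescence, excitation 380 nm and emission 535 nm, after compounds sit 10 min at room temperature with 10 uM horse-spleen apoferritin in 50% saturated 1-AMA/PBS. Values come from four-parameter Hill fits.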
Numbers without * were called inactive; u = inconclusive; x = no result given; & = joins results of further samples; [ ] = dose if it differs, or a comment. The call rests on the fitted dose curve; in most records, active means well fitted curve in the direction sought with a large enough effect; inconclusive means small, poorly fitted or top-dose-only effect, or another doubt; inactive means no such curve, though single readings can be large; an effect the other way counts as inactive or inconclusive. Potency means the concentration at half of the fitted maximal effect.

cpd	molecule	APEX1 inh	POLH inh	BAZ2B block	BLM inh	Pol kappa inh
1	CN=C(Nc1ccc(C)c(C)c1)SC1CC(=O)N(c2ccc(OC)cc2)C1=O (stereo unspecified)	-11%	-17%	-9%	-5%	-27%
2	Cc1ccc(S(=O)(=O)CCC(=O)OCC(=O)N2c3ccccc3NC(=O)C2(C)C)cc1	-26%	u	-20%	x	-8%
3	CCN(CC)c1c(-c2ccccc2)c2cc(C)ccc2[nH]c1=O	-1%	-21%	3%	4%	-1%
4	COc1cc(S(=O)(=O)Nc2ccccn2)ccc1F	3%	-16%	-12%	0%	-19%
5	C[C@H](NC(=O)c1[nH]cnc1C(=O)Nc1ccon1)c1ccccc1	3%	-6%	u	x	-3%
6	O=C1CC(c2ccccc2)CN1C(=O)c1cccnc1 (stereo unspecified)	6%	-15%	-21%	3%	7%
7	CCOc1ccc(NC(=O)CC2SC(N)=NC2=O)c([N+](=O)[O-])c1 (stereo unspecified)	11%	-21%	-5%	-9%	-19%
8	O=C(Nc1ccccc1)c1ccc(S(=O)(=O)N2CCCC2)cc1	2%	-6%	8%	-1%	-10%
9	C=CCN(C1CCCCC1)S(=O)(=O)c1ccc2c(c1)oc(=O)n2C	3%	-3%	8%	0%	-16%
10	CC1(C)CC(NC(=O)CCc2nnc(CCCCc3ccccc3)o2)CCO1 (stereo unspecified)	13%	-13%	3%	-6%	-4%[60.1 µM]

cpd	Pol iota inh	Pol beta inh	G9a inh	Anesthetic bind
1	-20%	u	u	-10%
2	u	x	-25%	x
3	-21%	43%	-13%[59 µM]	-7%
4	16%	8%	0%[12.7 µM]	-6%
5	3%	x	1%[0.501 µM]	x
6	-9%	37%	8%	-23%
7	192%[activator]	24%	4%	-8%
8	-16%	12%	25%[59 µM]	-14%
9	2%	33%	11%	-18%
10	30%[activator]	5%	13%[0.501 µM]	u

Rewritten in transposed form: part of the list above
7	CCOc1ccc(NC(=O)CC2SC(N)=NC2=O)c([N+](=O)[O-])c1 (stereo unspecified)
3	CCN(CC)c1c(-c2ccccc2)c2cc(C)ccc2[nH]c1=O
screen / no. | 7 | 3
APEX1 inh | 11% | -1%
POLH inh | -21% | -21%
BAZ2B block | -5% | 3%
BLM inh | -9% | 4%
Pol kappa inh | -19% | -1%
Pol iota inh | 192%[activator] | -21%
Pol beta inh | 24% | 43%
G9a inh | 4% | -13%[59 µM]
Anesthetic bind | -8% | -7%

New compounds follow:
cpd	molecule	APEX1 inh	POLH inh	BAZ2B block	BLM inh	Pol kappa inh
11	CCN1CCN(C(=S)c2ccc([N+](=O)[O-])cc2)CC1	-5%	-7%	4%	3%	-6%
12	O=C(Nc1ccccc1-c1nc2ccccc2s1)c1cc(Cl)cc(Cl)c1	x	3%	6%	-1%	0%[60.1 µM]
13	CCOC(=O)N1CCC(NC(=O)c2cnn(-c3cccc(F)c3)c2-n2cccc2)CC1	x	-14%	-6%	0%	24%
14	Cc1ccc(C)c(NC(=O)C2CC=CCC2C(=O)O)c1 (stereo unspecified)	1%	-6%	-26%	1%	3%
15	COc1ccc(Nc2nc3ccc(C)cc3nc2-n2nc(C)cc2C)cc1Cl	x	-14%	53%[activator]	-4%	-9%
16	COc1cc(C(=S)N2CCOCC2)cc(OC)c1OS(=O)(=O)c1ccc(C)cc1	17%	-8%	u	-5%	4%
17	CCN(CC)S(=O)(=O)c1ccc(N2CCCCC2)c(NC(=O)C2CCN(C(=O)c3ccc(F)cc3)CC2)c1	7%	-10%	-4%	x	-19%
18	Cc1csc(NC(=O)CCn2c(=O)oc3ccccc32)n1	15%	-9%	-1%	-12%	-5%
19	CCC(NC(=O)Nn1cnnc1)(C(F)(F)F)C(F)(F)F	8%	-1%	10%	1%	-6%
20	CCCCn1c(SCC(=O)N2CCOCC2)nc2ccccc2c1=O	23%	-9%	3%	-2%	-17%

cpd	Pol iota inh	Pol beta inh	G9a inh	Anesthetic bind
11	6%	0%	10µM*	0%
12	11%	15%	20%[59 µM]	17%
13	16%	19%	-2%[59 µM]	-9%
14	14%	1%	-9%[59 µM]	-13%
15	12%	2%	70%[activator][59 µM]	-9%
16	8%	25%	28µM*	-12%
17	7%	x	-14%[12.7 µM]	x
18	32%[activator]	5%	11%[59 µM]	3%
19	7%	21%	15%[59 µM]	10%
20	6%	17%	14%	-2%

Further entries follow.
cpd	molecule	APEX1 inh	POLH inh	BAZ2B block	BLM inh	Pol kappa inh
21	COC(=O)c1cc(COC(=O)c2cccnc2SC)oc1C	9%	-1%	x	-4%	-9%
22	COc1ccc(CCNC(=O)C2CCN(S(=O)(=O)c3c(C)noc3C)CC2)cc1OC	20%	2%	7%	5%	-5%
23	O=C(CNC(=O)c1ccc(Cl)cc1)NC1CCCCC1	28%	-17%	-12%	-2%	12%
24	O=C1OCCN1C(=O)[C@H]1[C@H](c2ccc(Cl)cc2)C(c2cccc(Cl)c2)=NN1c1ccc(Br)cc1	7%	-7%	x	-12%	7%
25	COc1ccc(NS(=O)(=O)c2cc(NC(=O)C3CCCO3)ccc2N2CCCC2)cc1 (stereo unspecified)	2%	-21%	-23%	-9%	9%
26	CCc1ccccc1Nc1nc(N)nc(CSc2nnc3ccccn23)n1	-7%	-9%	-3%	-11%	-1%
27	Cc1ccc(NC(=O)CN2C(=O)c3ccccc3Sc3ccc(C(=O)N4CCOCC4)cc32)c(Cl)c1	x	-17%	-5%	2%	-8%[60.1 µM]
28	O=C(CCNS(=O)(=O)c1ccc(Br)cc1)NNC(=O)C1COc2ccccc2O1 (stereo unspecified)	-8%	-8%	x	x	-20%
29	Cc1ccc(NC(=O)CSc2nnc(-c3cnccn3)n2C)cc1C	2%	5%	-12%	1%	2%
30	CCN(CC)S(=O)(=O)c1cccc(NC(=O)CN2C(=O)c3ccc([N+](=O)[O-])cc3C2=O)c1	-5%	-18%	u	2%	-16%

cpd	Pol iota inh	Pol beta inh	G9a inh	Anesthetic bind
21	8%	-15%	-6%[59 µM]	u
22	3%	26%	-2%[59 µM]	-7%
23	7%	-2%	30%	-5%
24	20%	x	64%[activator][59 µM]	889%[activator]
25	63%[activator]	-1%	25µM*	3%
26	13%	-12%	37%[activator]	-1%
27	u	-26%	-5%[59 µM]	-13%
28	-20%	x	x	x
29	12%	4%	u	-10%
30	6%	3%	u	-17%

(next part)
cpd	molecule	APEX1 inh	POLH inh	BAZ2B block	BLM inh	Pol kappa inh
31	CC(=O)NS(=O)(=O)c1ccc(NS(=O)(=O)c2ccccc2[N+](=O)[O-])cc1	11%	-17%	-3%	0%	-9%
32	Cc1c(CN(C)C)c2c(n1Cc1ccccc1)C(=O)c1ccc(Br)cc1-2	-1%	-12%	22µM*	-8%	-12%
33	CC(=O)N1c2ccccc2C(CBr)=CC1(C)C	-3%	-16%	-25%	5%	-8%
34	COCCN1C(=O)N[C@@H](c2cccc(C(F)(F)F)c2)C(C(=O)OC)=C1C	0%[12.4 µM]	-12%	x	-4%[12.4 µM]	-13%
35	COc1ccc(NC(=O)c2ccc3[nH]c(=O)c(=O)[nH]c3c2)c(OC)c1	1%	-4%	-22%	-2%	1%
36	COc1ccccc1NC(=O)C1=C(C)Nc2nnnn2C1c1cc(Br)ccc1OC (stereo unspecified)	24%	6%	-6%	-3%	-22%
37	COc1ccc(NC(=O)c2ccc(COc3ccccc3OC)o2)cc1OC	15%	-20%&-10%	-18%&-3%	-5%&-12%	-6%&0%
38	Cc1ccccc1C(=O)N/N=C/c1ccncc1	-4%	4%	8%	0%	2%
39	Cc1ccccc1S(=O)(=O)NC1OC(=O)C(Cl)=C1Cl (stereo unspecified)	-1%	u	u	2%	-7%
40	Cc1nc([N+](=O)[O-])c(NCCO)n1Cc1ccccc1	14%	-4%	-5%	-3%	-5%

cpd	Pol iota inh	Pol beta inh	G9a inh	Anesthetic bind
31	11%	-14%	x	5%
32	-5%	-28%	18µM*	u
33	-10%[58.9 µM]	0%	-48%	-9%
34	13%	x	x	x
35	36%[activator]	27%	5%	-14%
36	5%	u	6%[12.7 µM]	-18%
37	13%&-8%	2%&4%	-40%[59 µM]	-13%&-14%
38	24%	62%	53%[activator]	-7%
39	-3%	u	-13%[59 µM]	-8%
40	61%[activator]	23%	2%[59 µM]	-12%

(listing goes on)
cpd	molecule	APEX1 inh	POLH inh	BAZ2B block	BLM inh	Pol kappa inh
41	O=C(CCC(NC(=O)OCc1ccccc1)C(=O)O)OCc1ccccc1 (stereo unspecified)	3%	-2%	7%	-4%	-7%
42	O=C(CSc1nc(-c2ccc(F)cc2)cs1)NC(=O)NCc1ccco1	-11%	u	50µM*	-12%	-41%
43	CC(C)CSc1nnc(N)s1	14%	-7%	u	1%	-8%
44	CC(=O)Nc1c(NCC(C)C)c2ccccc2oc1=O	-1%	11%	1%	0%	-4%

cpd	Pol iota inh	Pol beta inh	G9a inh	Anesthetic bind
41	8%	32%[activator]	6%	5%
42	50µM*	u	-16%[59 µM]	u
43	6%	17%	-17%	u
44	3%	31%[activator]	36%[59 µM]	-5%

Structural class: the compounds so far containing a Cl atom.
cpd	molecule	APEX1 inh	POLH inh	BAZ2B block	BLM inh	Pol kappa inh
12	O=C(Nc1ccccc1-c1nc2ccccc2s1)c1cc(Cl)cc(Cl)c1	x	3%	6%	-1%	0%[60.1 µM]
15	COc1ccc(Nc2nc3ccc(C)cc3nc2-n2nc(C)cc2C)cc1Cl	x	-14%	53%[activator]	-4%	-9%
23	O=C(CNC(=O)c1ccc(Cl)cc1)NC1CCCCC1	28%	-17%	-12%	-2%	12%
24	O=C1OCCN1C(=O)[C@H]1[C@H](c2ccc(Cl)cc2)C(c2cccc(Cl)c2)=NN1c1ccc(Br)cc1	7%	-7%	x	-12%	7%
27	Cc1ccc(NC(=O)CN2C(=O)c3ccccc3Sc3ccc(C(=O)N4CCOCC4)cc32)c(Cl)c1	x	-17%	-5%	2%	-8%[60.1 µM]
39	Cc1ccccc1S(=O)(=O)NC1OC(=O)C(Cl)=C1Cl (stereo unspecified)	-1%	u	u	2%	-7%

cpd	Pol iota inh	Pol beta inh	G9a inh	Anesthetic bind
12	11%	15%	20%[59 µM]	17%
15	12%	2%	70%[activator][59 µM]	-9%
23	7%	-2%	30%	-5%
24	20%	x	64%[activator][59 µM]	889%[activator]
27	u	-26%	-5%[59 µM]	-13%
39	-3%	u	-13%[59 µM]	-8%

Only part of the results is shown, so the mix of outcomes need not match the whole.
